# TRPC4 block – inhibitors of mouse TRPC4 channel, primary screen, Fluo4 calcium, HEK293 TRPC4beta/mu-opioid cells; DAMGO-evoked Fluo4 calcium flux; active compounds read low; B-score at 10 µM; Short transient receptor potential channel 4 (Mus musculus), Q9QUQ5; 0.39% of 300,000 active;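 active = B-score over 3 SD under the library average, no early fluorescence shift, positive overall ratio signal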
# Target sequence (Q9QUQ5 whole entry, looked up): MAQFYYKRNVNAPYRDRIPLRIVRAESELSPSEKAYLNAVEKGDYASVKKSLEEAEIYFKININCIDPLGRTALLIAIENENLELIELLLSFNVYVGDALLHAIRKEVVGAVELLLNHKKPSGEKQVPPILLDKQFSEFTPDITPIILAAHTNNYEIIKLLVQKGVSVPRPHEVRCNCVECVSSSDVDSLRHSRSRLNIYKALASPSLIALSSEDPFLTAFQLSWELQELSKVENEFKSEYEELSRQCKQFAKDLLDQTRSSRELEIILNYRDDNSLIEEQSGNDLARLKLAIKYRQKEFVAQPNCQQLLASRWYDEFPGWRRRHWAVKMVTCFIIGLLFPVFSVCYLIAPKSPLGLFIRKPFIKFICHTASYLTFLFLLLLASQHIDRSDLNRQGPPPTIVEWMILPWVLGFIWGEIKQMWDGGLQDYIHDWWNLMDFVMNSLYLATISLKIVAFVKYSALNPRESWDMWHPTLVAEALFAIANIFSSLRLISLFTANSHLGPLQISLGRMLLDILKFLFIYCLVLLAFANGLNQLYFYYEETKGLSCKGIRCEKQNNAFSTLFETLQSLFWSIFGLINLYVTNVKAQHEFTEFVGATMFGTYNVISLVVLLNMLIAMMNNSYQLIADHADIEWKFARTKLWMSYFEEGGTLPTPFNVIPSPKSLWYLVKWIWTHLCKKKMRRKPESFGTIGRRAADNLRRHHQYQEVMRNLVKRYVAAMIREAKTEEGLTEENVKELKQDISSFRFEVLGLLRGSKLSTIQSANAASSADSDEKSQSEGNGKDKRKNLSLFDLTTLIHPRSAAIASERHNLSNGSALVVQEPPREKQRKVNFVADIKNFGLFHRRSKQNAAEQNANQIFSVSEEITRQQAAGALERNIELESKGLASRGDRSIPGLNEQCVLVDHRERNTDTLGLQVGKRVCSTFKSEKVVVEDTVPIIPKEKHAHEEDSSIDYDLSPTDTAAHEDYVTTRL
#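 Assay system: HEK293 cells with stable TRPC4beta plus mu-opioid receptor expression. Dosing: single dose. Measured by: Fluo4 Ca2+ flux fluorescence. Also added: DAMGO in two steps, submaximal then maximal. Read-out: B score from integrated Fluo4 fluorescence ratio.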
# hERG rescue – hERG rescue from dofetilide block, primary screen, cell-based, CHO-hERG, FluxOR thallium flux, dofetilide IC70. activation (rescue from dofetilide block), less the hit threshold, % at 10 µM. dofetilide IC70 present. Voltage-gated inwardly rectifying potassium channel KCNH2 (Homo sapiens), Q12809. 0.51% of 310,000 active;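 active = activation above the mean of controls blocked by dofetilide plus 5 SD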;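 also: thallium influx through hERG after potassium depolarization seen as dye fluorescence rise; in these data hits start at about 4.7%; inactives centre near -7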
# TRPC4 potent – positive allosteric modulators of TRPC4, primary screen, cell-based, mouse TRPC4beta, HEK293 mu-opioid, Fluo-4 calcium; B-score at 10 µM; 0.42% of 310,000 active; DAMGO EC20, Fluo-4 Ca2+ flux; active compounds read high; AID 2227, 2009;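 active = B-score of calcium response area above 5 SD of library B-scores, with initial fluorescence ratio within 5 SD of library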;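 also: B-score of integrated fluorescence ratio over time as area under calcium response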
# Dyrk1A ADPGlo – rat Dyrk1A kinase inhibitors, primary screen, biochemical, single point, plate reader; ADP-Glo luminescence, NFATc1 peptide; inhibition, % at 12.5 µM; 0.43% of 310,000 active; in the data active = inhibition above about 50%;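 also: plate controls were vehicle with enzyme for no effect and no enzyme for full effect; many of its hits are not listed in these tables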
# KCNQ1 act – potentiators or activators of KCNQ1 channel, primary screen, cell-based, thallium flux, high-throughput. CHO-K1 KCNQ1, thallium flux FluxOR fluorescence; active compounds read high. B-score at 10 µM. 0.35% of 310,000 active. AID 2648, 2010;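 active = fluorescence ratio B-score, a plate-corrected score, at least three library SD, with initial intensity B-score within 5 SD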
#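 System: Stable KCNQ1 CHO-K1 line | Incubation: 90 min dye loading and 20 min compound exposure, both at room temperature | Measure: Ratio B score | Medium: Assay buffer for compound exposure, DMSO matched across wells | Compound dosing: Single-concentration screen | Probe or stimulus: K+/Tl+ depolarizing stimulus | Measured by: Kinetic FluxOR fluorescence, 10 s baseline plus 110 s post-stimulus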
# PolyA inh – polyadenylation inhibitors in yeast reporter cells, primary screen, luminescence, S. cerevisiae. S. cerevisiae SKY197-pL101 polyadenylation reporter, beta-gal luminescence; efflux-impaired pdr1/pdr3 knockout yeast; score 100 = 6 SD above DMSO. calls only at 12 µM. 0.02% of 300,000 active;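 active = lowest replicate activity score at least 50, where 100 means six control SD above control mean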;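 also: yeast exposed to compound for 9 h at 30 °C; higher score means more reporter readthrough which indicates perturbed polyadenylation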
# KCNK9 block – KCNK9 potassium channel inhibitors, primary screen, HEK293 cells, thallium flux; B-score at 10 µM; 1.2% of 310,000 active; FluxOR thallium flux fluorescence; active compounds read low;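 active = ratio B-score over 3 SD below the library mean, with starting fluorescence within 5 SD of its mean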;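 also: negative B-score means less thallium flux so channel inhibition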
# TRPC4 agonist – activators of mouse TRPC4 channel, primary screen, Fluo4 calcium, HEK293 TRPC4beta/mu-opioid cells; B-score at 10 µM; Short transient receptor potential channel 4 (Mus musculus), Q9QUQ5; Fluo4 calcium fluorescence; active compounds read high; 0.49% of 310,000 active;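 active = B-score above 5 SD of library B-scores, and initial fluorescence ratio not above library mean plus 5 SD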;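 also: positive B-score marks a calcium rise read as TRPC4 activation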
#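 Assay system: HEK293 cells stably co-expressing mouse TRPC4beta and mu-opioid receptor / Timing: Fluo4 dye loading 45 min at room temperature, 110 s recording / Signal: Fluo4 calcium-sensitive dye fluorescence, kinetic, 1 Hz baseline / Read-out: integrated baseline-normalised fluorescence ratio, converted to per-well B score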
# KCNK3 block – human KCNK3 channel inhibitors, primary screen, CHO cells, FluxOR thallium flux, B-score; Potassium channel subfamily K member 3 (Homo sapiens), O14649; FluxOR fluorescence; active compounds read low; B-score at 10 µM; 0.84% of 340,000 active; AID 602410, 2012;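 active = B-score under library mean minus 4 SD, starting fluorescence ratio at most library mean plus 5 SD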;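 also: more negative B-score means stronger inhibition of thallium flux through KCNK3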
# KCNQ1 inh – inhibitors of human KCNQ1 channel, primary screen, cell-based, thallium flux, high-throughput; Potassium voltage-gated channel subfamily KQT member 1 (Homo sapiens), P51787; CHO-K1 KCNQ1, FluxOR thallium flux fluorescence; active compounds read high; B-score at 10 µM; 1.3% of 310,000 active; AID 2642, 2010;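 active = compounds whose thallium flux B-score, printed positive for inhibition, exceeds three library SD while starting fluorescence stays within three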;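 also: channel opened by potassium depolarization with thallium stimulus after 20 min compound exposure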
# Platelet DG rel – inhibitors of platelet dense granule secretion, primary screen, cell-based, MLPCN, human platelets | human platelet-rich plasma, SFLLRN dense granule ATP release, luminescence | inhibition, %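 (compounds screened at 7.5 µM in platelet-rich plasma)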 | 0.22% of 300,000 active;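 active = mean replicate score, as percent of positive control, at or above 50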
# * marks the source's active call; other numbers are inactive results; i = inactive; / = no result given. A portion of the library; the hit share may differ from the screen's.
SMILES,TRPC4 block,hERG rescue,TRPC4 potent,Dyrk1A ADPGlo,KCNQ1 act,PolyA inh,KCNK9 block,TRPC4 agonist,KCNK3 block,KCNQ1 inh,Platelet DG rel
Cc1cccc(C(=O)NCC2CCN(C(=O)c3cccc(C)c3)CC2)c1,i,-14,i,-4,i,i,i,i,i,i,-10
COc1ccccc1N1CCN(C(=O)c2cc(=O)c3cc(C)cc(C)c3o2)CC1,i,-8,i,-8,i,i,i,i,i,i,2
Cc1ccc(/C=N/N2CCN(C3c4ccccc4-c4ccccc43)CC2)s1,i,-5,i,-1,i,i,i,i,i,i,16
COc1cccc(N2CCN(Cc3cccnc3)CC2)c1,i,-1,i,-10,i,i,i,i,i,i,0
CCCn1ncc(CN2CCC(n3nccc3NC(=O)c3ccccc3Cl)CC2)c1C,i,-5,i,-9,i,i,i,i,i,i,-6
COc1ccc(NC(=O)Nc2cccc(C(F)(F)F)c2)cn1,i,-17,i,9,i,i,i,i,i,i,-1
Cc1cc(NC(=O)CS(=O)(=O)c2ccc(F)cc2)no1,i,-5,i,6,i,i,i,i,i,i,-12
CCN(CC)c1ccc2c(Cl)cc(=O)oc2c1,i,-19,i,/,i,i,i,i,/,i,-4
Oc1c(C2=NCCNC(C(F)(F)F)=C2)ccc2ccccc12,i,-7,i,5,i,i,i,i,i,i,11
Cc1ccc(C)c(N(CC(=O)NC2CCCCC2)C(=O)c2snc(C(N)=O)c2N)c1,i,-14,i,-3,i,i,i,i,i,i,-9
Cc1ccnc(NC(=O)c2ccc(S(=O)(=O)N3CCC(C)CC3)cc2)c1,i,-18,i,36,i,i,i,i,i,i,26
Nc1ccc(-c2cn3cccnc3n2)cc1,i,-10,i,/,i,i,i,i,i,i,-30
CCOc1cc(/C=N/NC(=O)c2cccnc2)ccc1OCC(N)=O,i,-6,i,10,i,/,i,i,i,i,/
Cc1ccc(C(=O)N/N=C/c2cc(Br)ccc2O)cn1,i,-11,i,2,i,i,i,i,i,i,-10
Cc1cc(C)c2[nH]c(=O)c(C(c3nnnn3CC3CCCO3)N3CCCC(C)C3)cc2c1 (configuration not stated),i,-10,i,0,i,i,i,i,i,i,1

# 4 compounds already listed, ordered by number of heavy atoms, high to low:
SMILES,TRPC4 block,hERG rescue,TRPC4 potent,Dyrk1A ADPGlo,KCNQ1 act,PolyA inh,KCNK9 block,TRPC4 agonist,KCNK3 block,KCNQ1 inh,Platelet DG rel
CCCn1ncc(CN2CCC(n3nccc3NC(=O)c3ccccc3Cl)CC2)c1C,i,-5,i,-9,i,i,i,i,i,i,-6
Cc1ccc(C)c(N(CC(=O)NC2CCCCC2)C(=O)c2snc(C(N)=O)c2N)c1,i,-14,i,-3,i,i,i,i,i,i,-9
CCOc1cc(/C=N/NC(=O)c2cccnc2)ccc1OCC(N)=O,i,-6,i,10,i,/,i,i,i,i,/
Cc1ccc(C(=O)N/N=C/c2cc(Br)ccc2O)cn1,i,-11,i,2,i,i,i,i,i,i,-10

# Quoted at random: 2 entries already listed, in no set order.
SMILES,TRPC4 block,hERG rescue,TRPC4 potent,Dyrk1A ADPGlo,KCNQ1 act,PolyA inh,KCNK9 block,TRPC4 agonist,KCNK3 block,KCNQ1 inh,Platelet DG rel
Cc1cc(NC(=O)CS(=O)(=O)c2ccc(F)cc2)no1,i,-5,i,6,i,i,i,i,i,i,-12
Cc1ccc(C)c(N(CC(=O)NC2CCCCC2)C(=O)c2snc(C(N)=O)c2N)c1,i,-14,i,-3,i,i,i,i,i,i,-9

# (list continues)
SMILES,TRPC4 block,hERG rescue,TRPC4 potent,Dyrk1A ADPGlo,KCNQ1 act,PolyA inh,KCNK9 block,TRPC4 agonist,KCNK3 block,KCNQ1 inh,Platelet DG rel
CC(=O)c1cccc(NC(=O)N2CCC(c3ccc(C)cc3)C2)c1 (configuration not stated),i,-12,i,16,i,i,i,i,i,i,3
COc1ccc(CCNC(=O)CNCC2CCCO2)cc1OC (configuration not stated),i,0,i,1,i,i,i,i,i,i,-2
O=C(N/N=C/c1cccs1)c1cc(-c2cccc3ccccc23)n[nH]1,i,-5,i,6,i,i,-13*,i,i,i,11
COCC(=O)OCC(=O)Nc1cc(C)c(C)cc1[N+](=O)[O-],i,-9,i,1,i,i,i,i,i,i,1
O=c1oc2ccccc2c(NCc2ccccc2F)c1[N+](=O)[O-],i,-6,i,-2,i,i,i,i,i,i,3
CC1C=CCC2C(=O)N(c3ccc(OC(=O)c4ccco4)cc3)C(=O)C12 (configuration not stated),i,-9,i,2,i,i,i,i,i,i,-2
COc1ccccc1OCCn1cc(C=O)c2ccccc21,i,-8,i,5,i,i,i,i,i,i,1
O=C(O)C1CCc2sc3[nH]c(=S)n(-c4ccccc4)c(=O)c3c21 (configuration not stated),i,-1,i,-2,i,i,i,i,i,i,7
Cn1nc([N+](=O)[O-])c(C(C#N)c2ccccn2)c(Cl)c1=O (configuration not stated),i,-8,i,-3,i,/,i,i,i,i,-2
Cc1csc(=Nc2ccccc2)n1CCCN1CCCC1=O,i,-10,i,-9,i,i,i,i,i,i,1
N#C/C(=N\Nc1ccc(S(=O)(=O)N2CCOCC2)cc1)C(N)=S,i,-12,i,-2,i,i,i,i,i,i,7
CN(C(=O)COC(=O)c1cccc(S(=O)(=O)N2CCCCCC2)c1)C1CCS(=O)(=O)C1 (configuration not stated),i,-8,i,15,i,i,i,i,i,i,-9
Cc1ccc(-c2nnn(CC(=O)N(CC(=O)NCC3CCCO3)c3ccccc3)n2)o1 (configuration not stated),i,-12,i,4,i,i,i,i,i,i,9
Cc1cc(NC(=O)CSC2=NS(=O)(=O)c3cc(F)ccc3N2)no1,i,-11,i,-3,i,i,i,i,i,i,-21
COc1ccc(-c2cc(C(F)(F)F)c3c(n2)sc2c(O)cc(=O)[nH]c23)c(OC)c1,i,-14,i,-4,i,i,i,i,i,i,-11
O=C(NNC(=S)Nc1ccccc1)NNC(=S)Nc1ccccc1,i,-10,i,0,i,i,i,i,i,i,2
O=C1CC(N2CCN(c3ccccc3O)CC2)C(=O)N1Cc1ccccc1 (configuration not stated),i,-9,i,1,i,i,i,i,i,i,-5
CCOC(=O)c1nn2c(C(F)(F)F)cc(-c3ccc(OC)cc3)nc2c1Br,i,0,i,4,i,i,i,i,i,i,11
CCC(C)(CC(=O)N(C)CCC#N)c1ccccc1 (configuration not stated),i,0,i,-1,i,i,i,i,i,i,0
Cc1ccc2nc(SCC(=O)Nc3ccc(F)cc3F)[nH]c2c1,i,-15,i,4,i,i,i,i,i,i,1
Cc1ccccc1C(=O)N1CCC(C(=O)Nc2cc(C(F)(F)F)ccc2N2CCCC2)CC1,i,-14,i,9,i,i,i,i,i,i,14
N#CC1=C(SCc2ccccc2)NC2=C(C(=O)CCC2)C1c1ccc2c(c1)OCO2 (configuration not stated),i,-12,i,-5,i,i,i,i,i,i,-3
CC1Cc2ccccc2N1C(=O)Cn1cnc2ccccc21 (configuration not stated),i,-17,i,-3,i,i,i,i,i,i,2
Cc1ccc(Cl)cc1NC(=O)Nc1c(C)n(C)n(-c2ccccc2)c1=O,i,-12,i,-6,i,i,i,i,i,i,-17
Cc1ccc(-n2c(COc3ccccc3)n[nH]c2=S)cc1,i,-6,i,10,i,i,i,i,i,i,5
CC(C)(C)c1nnc(SCC(=O)c2ccccc2)n(N)c1=O,i,-2,i,-8,i,i,i,i,i,i,-1
O=[N+]([O-])c1ccccc1S(=O)(=O)n1cnc2ccccc21,i,-3,i,-3,i,i,i,i,i,i,-7
Cc1ccc(-c2nnc(SCC#CCOC(=O)c3ccco3)o2)cc1,i,-16,i,7,i,i,i,i,i,i,0
CC(=O)N(c1ccc(N(C(C)=O)S(=O)(=O)c2cccs2)cc1)S(=O)(=O)c1cccs1,i,-11,i,-1,i,i,i,i,i,i,-8
COc1ccc(Cl)cc1S(=O)(=O)Nc1cccc(C(=O)O)c1,i,-13,i,7,i,i,i,i,i,i,0
COc1ccc(N2CCN(S(=O)(=O)CCNC(=O)c3ccc(Br)o3)CC2)cc1,i,-5,i,1,i,i,i,i,i,i,-46
CCCCNC(=O)N(O)C1N(/N=C/c2ccc(N(C)C)cc2)C(=S)SC1(C)C (configuration not stated),i,-15,i,-4,i,i,i,i,i,i,0
CC(C)(C)n1nnnc1C(c1cccs1)N(Cc1ccc(Cl)cc1)CC1CCCO1 (configuration not stated),i,-9,i,0,i,i,-16*,i,i,i,0
CCCCC1=NN2CCS(=O)(=O)N=C2S1,i,-8,i,-4,i,i,i,i,i,i,-7
O=C1NC(=O)/C(=C\c2ccc(OCc3cccc([N+](=O)[O-])c3)cc2)N1,i,-18,i,-2,i,i,i,i,i,i,9
CC(=N)C1=C(O)CC(c2ccccc2)CC1=O (configuration not stated),i,-8,i,-3,i,i,i,i,i,i,-13
CCCc1cc(=O)[nH]c(SCC(=O)N2CCCC2=O)n1,i,-16,i,-5,i,i,i,i,i,i,-10
COc1ccc(CNC(=O)CCS(=O)(=O)c2ccc3c(c2)CCN3C(C)=O)cc1,i,-1,i,-3,i,i,i,i,i,i,5
O=C(NCCOC(=O)c1ccccc1)c1ccc([N+](=O)[O-])cc1,i,-8,i,/,i,i,i,i,i,i,-2
CCCCN(Cc1cc2ccccc2[nH]c1=O)C(=O)c1ccccn1,i,-3,i,-1,i,i,i,i,i,i,0
Cc1ccc(S(=O)(=O)N2CCOC2CNC(=O)C(=O)NCCCc2ccccc2)cc1 (configuration not stated),i,-5,i,-2,i,i,i,i,i,i,2
CC(=O)NC(CC(=O)Nc1nc(-c2ccc(N(C)S(C)(=O)=O)cc2)cs1)c1ccccc1 (configuration not stated),i,-14,i,0,i,i,i,i,-10*,i,15
CC(C)(C)NC(=O)C1CC(=O)OC12CCCCC2 (configuration not stated),i,-5,i,-3,i,i,i,i,i,i,-5
Cc1cc(C)cc(OCC(=O)OCC(=O)c2c(N)n(C)c(=O)n(C)c2=O)c1,i,-8,i,4,i,i,i,i,i,i,18
